HePTP inh: blocks human HePTP tyrosine phosphatase. P35236. recombinant HePTP phosphatase activity, OD absorbance. inhibition, % at 20 µM. 0.64% of 110,000 active; in the data active = inhibition above about 50%;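 note: plate controls were vehicle for no effect and reference inhibitor for full effect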
Target sequence (P35236 whole entry, looked up): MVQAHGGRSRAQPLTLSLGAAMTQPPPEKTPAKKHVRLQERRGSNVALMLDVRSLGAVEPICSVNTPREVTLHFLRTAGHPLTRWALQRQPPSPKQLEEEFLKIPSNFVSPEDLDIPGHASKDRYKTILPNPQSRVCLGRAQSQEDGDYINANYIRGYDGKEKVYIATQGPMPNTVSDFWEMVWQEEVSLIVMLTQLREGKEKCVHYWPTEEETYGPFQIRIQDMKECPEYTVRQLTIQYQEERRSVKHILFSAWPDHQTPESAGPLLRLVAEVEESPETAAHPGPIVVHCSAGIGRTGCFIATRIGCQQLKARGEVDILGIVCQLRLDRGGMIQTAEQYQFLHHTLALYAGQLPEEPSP
BAP1 block: human BAP1 deubiquitinase inhibition. activity remaining (% of control), % at 20 µM. AID 436. recombinant BAP1, Ub-AMC hydrolysis fluorescence kinetic; stronger effect = lower value. 0.48% of 72,000 active. Q92560;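 active = activity remaining at or below 50% of control, provided the compound also passes the data quality filters; inactive = the rest, including low values that fail the filters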;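 note: 100% = DMSO wells rate and 0% = substrate alone blank rate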
Target sequence (Q92560 whole entry, looked up): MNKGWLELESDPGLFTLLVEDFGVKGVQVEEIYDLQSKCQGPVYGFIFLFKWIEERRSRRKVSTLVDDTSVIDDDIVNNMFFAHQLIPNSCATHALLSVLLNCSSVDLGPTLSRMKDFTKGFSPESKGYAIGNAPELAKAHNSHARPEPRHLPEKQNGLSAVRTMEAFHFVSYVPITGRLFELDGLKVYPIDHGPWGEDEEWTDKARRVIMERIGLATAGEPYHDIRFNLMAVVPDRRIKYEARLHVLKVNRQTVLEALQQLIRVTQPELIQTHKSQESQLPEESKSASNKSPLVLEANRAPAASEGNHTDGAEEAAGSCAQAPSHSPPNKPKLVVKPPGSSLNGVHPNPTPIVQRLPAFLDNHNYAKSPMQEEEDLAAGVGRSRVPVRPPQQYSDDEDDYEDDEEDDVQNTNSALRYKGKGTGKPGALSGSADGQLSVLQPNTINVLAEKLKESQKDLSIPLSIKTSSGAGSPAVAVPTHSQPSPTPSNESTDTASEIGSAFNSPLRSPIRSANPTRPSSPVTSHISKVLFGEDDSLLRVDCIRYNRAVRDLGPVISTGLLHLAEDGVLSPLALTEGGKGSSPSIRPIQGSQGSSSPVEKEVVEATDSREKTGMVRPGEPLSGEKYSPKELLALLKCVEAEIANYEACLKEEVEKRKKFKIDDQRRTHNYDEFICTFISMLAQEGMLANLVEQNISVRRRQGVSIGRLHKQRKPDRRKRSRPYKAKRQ
Numbers without * were called inactive; nt = no result given; & = joins results of further samples. Rows are unselected; 0.83% or so of the library scored in one or more.

SMILES	HePTP inh	BAP1 block
CCOc1ccc(C2/C(=C(\O)c3ccc(Cl)cc3)C(=O)C(=O)N2c2cccnc2)cc1 (configuration not stated)	-6.4	nt
C=CCc1cccc2cc(C(=O)Nc3ccc(Cl)c(Cl)c3)c(=O)oc12	2.4	nt
Cc1cccc(C)c1NC(=O)C1COc2ccccc2O1 (configuration not stated)	3.1	nt
COc1ccc(OC)c(NC2=NC3(CCCC3)N=C(N)N2)c1	11.3&-7.6	134.0
C=CCn1cc(I)c(=O)n(CC=C)c1=O	-1.7	nt
C=C(C)CSc1nnc2n(Cc3ccccc3)c(=O)c3c4c(sc3n12)CCC4	0.1	nt
C=CCn1c(SCC(=O)NCc2ccco2)nc2sc3c(c2c1=O)CCCC3	4.0	nt
COc1ccc(-c2noc(-c3ccccc3C(=O)NCc3ccco3)n2)cc1	11.8	65.2
O=C1c2cccc([N+](=O)[O-])c2C(=O)N1c1ccncc1	2.9	nt
CCC(C)(C)NC(=O)C(OC(=O)c1cc2sccc2n1C)c1ccc(OC)cc1 (configuration not stated)	9.8	56.5
O=C(Nc1c(C(=O)N2CCCCC2)cnn1-c1ccccc1)c1ccc(Br)cc1	-0.9	nt
CCN(CC)S(=O)(=O)c1cccc(C(=O)Nc2ccc(C(=O)O)cc2)c1	nt	132.6
Cc1ccc(S(=O)(=O)N(Cc2ccccc2)Cc2ccccc2)cc1	-2.0	nt
COc1cc(NC(=O)COc2ccccc2)cc(OC)c1	10.8	nt
c1cncc(-c2nnc3n2CCC3)c1	-0.6	118.5
O=C1/C(=C\c2ccc(O)cc2O)SC(=S)N1c1ccccc1	-3.3	nt
CS(=O)(=O)N(CC(=O)Nc1cccnc1)c1ccc(Oc2ccccc2)cc1	3.1	nt
Cc1nnsc1C(=O)NC(C)C12CC3CC(CC(C3)C1)C2 (configuration not stated)	-23.6	nt
O=C1C2C(C(=O)N1c1nccs1)C1C=CC2C12CC2 (configuration not stated)	-13.1	nt
COC(=O)C1=C(C)N(c2ccccc2F)C(=O)/C1=C\c1sccc1C	5.7	nt
CCOC(=O)c1c(NC(=O)C23CC4CC(CC(C4)C2)C3)sc(C(C)=O)c1C	-2.4	nt
CC(C)C(c1nnnn1CCc1ccccc1)N1CCN(C(=O)c2ccco2)CC1 (configuration not stated)	2.3	96.3
O=C(C1CC1)N1CCc2cc(Br)cc(S(=O)(=O)NCCN3CCOCC3)c21	10.4	nt
COc1cc(/C=C2/C(=O)NN(c3ccc(C)cc3)C2=O)cc(Br)c1O	0.2	nt
CC1CCN(C(=O)c2cccc(S(=O)(=O)N3CCCCC3)c2)CC1	7.5	121.7
SMILES	HePTP inh	BAP1 block
CC1=C(C(=O)OCC(Cl)(Cl)Cl)C(c2ccc(Cl)cc2)NC(=O)N1 (configuration not stated)	0.1	nt
COc1ccc(C(=O)N2CCC(c3ccccc3)C2)cc1 (configuration not stated)	5.9	nt
CC1(C)CC(O)C(CCC(O)c2ccccc2)C(C)(C)N1 (configuration not stated)	-9.0	107.9
O=c1ccc2ccc(OCc3nnc(-c4ccccc4Br)o3)cc2o1	2.9	nt
Cc1cc(C)n(-c2nc(-n3nc(C)cc3C)c3c4c(sc3n2)COC(C)(C)C4)n1	5.4	nt
CC1(C)Cc2c(C#N)c(OCC(=O)c3ccc(Cl)cc3)nc(-c3ccco3)c2CO1	4.6	nt
CCOC(=O)c1sc(NC(=O)C(CC)Sc2nnc3c4ccccc4n(CC)c3n2)nc1C (configuration not stated)	2.3	52.5
O=C(O)c1ccc(NC(=O)c2ccc(Cl)c([N+](=O)[O-])c2)cc1	-5.5	nt
COc1ccc(Oc2c(C(F)(F)F)oc3c(CN4CCCC4)c(O)ccc3c2=O)cc1	7.0	nt
O=C(CCN1C(=O)c2cccc([N+](=O)[O-])c2C1=O)Nc1ccc(Cl)cc1	-0.4	nt
COc1cc(C2NC(C(=O)O)CS2)cc(I)c1OCc1ccccc1 (configuration not stated)	-3.9	nt
CNC(=O)OCCc1ccc(-c2ccccc2)o1	7.6	nt
Cc1ccc(Cl)cc1N1CCN(C(=O)C2CCN(S(=O)(=O)c3cccnc3)CC2)CC1	8.3	112.3
N#Cc1cccc(NC(=O)CC2CCCCC2)c1	9.6	98.6
COc1ccc(S(=O)(=O)N(CCc2ccccc2)CC(=O)Nc2ccccc2F)cc1	-13.7	nt
COc1ccc(OC)c(-n2c(O)c(C=Nc3cccc(C)c3)c(=O)[nH]c2=O)c1	-17.0	nt
S=C(SC1OCCOC1SC(=S)N1CCOCC1)N1CCOCC1 (configuration not stated)	6.0	nt
CCOC(=O)C1CCN(c2ncnc3c2oc2ccc(Cl)cc23)CC1	6.0	nt
CCOC(=O)C1=C(CNCCc2ccc(Cl)cc2)NC(=O)NC1c1ccc2c(c1)OCO2 (configuration not stated)	-11.2	nt
CN(C)/C=C1\N=C(c2cccs2)OC1=O	2.8	70.4
COc1ccc(NC(=O)CSc2nnc(-c3cccs3)n2-c2ccccc2)cc1	4.0	64.2
COc1ccc(-c2nnc(/N=C/c3c(C)[nH]n(-c4ccc(C)c(C)c4)c3=O)s2)cc1	-0.4	nt
COc1cccc(OC)c1C(=O)Nc1sc2c(c1C#N)CCCCC2	nt	200.7
Cc1cc2ncn(C(=O)c3ccc(F)cc3)c2cc1C	-7.3	nt
COc1cccc(C(=O)/C=C/c2ccc(OC)c(OC)c2)c1	-6.9	nt

Entries of single compounds from above:
`CC1(C)Cc2c(C#N)c(OCC(=O)c3ccc(Cl)cc3)nc(-c3ccco3)c2CO1` reads HePTP inh = 4.6; BAP1 block = nt
`O=C(O)c1ccc(NC(=O)c2ccc(Cl)c([N+](=O)[O-])c2)cc1` reads HePTP inh = -5.5; BAP1 block = nt
`Cc1ccc(S(=O)(=O)N(Cc2ccccc2)Cc2ccccc2)cc1` reads HePTP inh = -2.0; BAP1 block = nt

Next part:
SMILES	HePTP inh	BAP1 block
CCOc1ccccc1NC(=O)NC1(C(=O)N2CCOCC2)CCCCC1	-1.8	109.0
Nc1nnc(N2CCCCC2)s1	5.8	91.3
Nc1nc2ccc(CCC(=O)O)cc2s1	nt	97.5
O=C(c1ccc(Cl)c([N+](=O)[O-])c1)N1CCc2ccccc2C1	4.5	nt
Cc1[nH]c2c(Cl)cccc2c(=O)c1CN(C)Cc1ccccc1	-2.2	nt
CCCn1c(CN2CCCCC2C)nc2c1c(=O)n(C)c(=O)n2C (configuration not stated)	-11.4	86.6
COc1ccc(C(=O)CSc2nc(N)cc(=O)[nH]2)cc1[N+](=O)[O-]	2.8	nt
COc1ccc(/C=C/C(=O)Nc2ccc(C)cc2C)cc1OC	2.7	nt
N/C(Cc1ccc([N+](=O)[O-])cc1)=N\OC(=O)c1ccccc1Br	5.4	nt
COc1ccccc1-c1nnc(SCC(=O)NCc2c(C)c(Cl)cc(C(C)C)c2O)o1	3.4	63.2
COc1cc2c(cc1OC)C(C(=O)N1CCN(c3ccccn3)CC1)C(c1cccs1)N(C)C2=O (configuration not stated)	1.5	95.3
CCOC(=O)CCCCC(=O)c1[nH]c(=O)[nH]c1CSc1nc(C)cc(C)n1	8.4	107.5
COc1cccc(OCCCCN2CCC(C)CC2)c1	-11.5	nt
COc1ccc(N2C(=O)C3CC(C)=C(C)CC3C2=O)c(OC)c1 (configuration not stated)	6.8	91.4
c1ccc(-c2nnnn2-c2cccnc2)cc1	nt	70.2
O=C1c2ccccc2C(=O)c2c1c(Cl)c(Cl)c(Cl)c2N1CCOCC1	-3.0	nt
Oc1c(Cl)cc(Cl)cc1/C=N/Nc1nc(-c2ccc(Br)cc2)cs1	12.8	nt
Cc1ccc2c(c1)nc(NCCO)n2C	13.8	51.4
CN1C(=O)CS(=O)c2ccc(C(=O)NCCC3=CCCCC3)cc21 (configuration not stated)	1.6	98.8
CCn1cnc2c1c(=O)n(CC(=O)Nc1cc(C)on1)c(=O)n2Cc1ccccc1	7.9	104.5
COC(=O)c1c(NC(=O)c2cccc([N+](=O)[O-])c2)sc2c1C(C(=O)OC)CC2 (configuration not stated)	3.3	nt
COc1ccc(/C=C2\SC(=O)N(CC(=O)Nc3ccccc3Cl)C2=O)cc1	-4.6	nt
CCOC(=O)/C=C/S(=O)(=O)c1ccc(NC(C)=O)cc1	-5.8	93.3
CCOc1cc(C=O)ccc1OCc1ccc(Cl)c(Cl)c1	-23.4	nt
COc1cccc(-c2nnc3sc(-c4cccs4)nn23)c1	4.5	115.8
SMILES	HePTP inh	BAP1 block
O=C1CC(c2ccc(F)cc2)CC(O)=C1C=NCCN1CCN(C(=O)Nc2ccccc2)CC1 (configuration not stated)	-5.0	116.2
Cc1nc(-c2cc3ccccc3oc2=O)cc2c1c(=O)oc1ccccc12	nt	257.3
S=c1[nH]nc(-c2ccncc2)n1CC1CCCO1 (configuration not stated)	-4.3	100.6
CCNC(=O)N1CCNC(=O)C1CC(=O)Nc1ccc(C(=O)OCC)cc1 (configuration not stated)	11.3	nt
COc1ccccc1N1CCN(Cc2ccco2)CC1	6.7	97.8
Cc1[nH]c2ccccc2c1CCC(N)=O	3.1	89.3
COc1ccc(/C(C)=N\N2CCN(Cc3ccc(Cl)cc3)CC2)cc1OC	-5.7	nt
CCCCOc1ccc(CSc2nncn2N)cc1	-10.9	96.1
Cc1ccc(-n2nnc3c(=O)n(CC(=O)N4CCC(C)CC4)cnc32)cc1	-5.8	91.2
CCc1cc2c(C)cc(=O)oc2cc1OCC(C)=O	-0.2	nt
COc1cc(OC)cc(C(=O)N2CCN(Cc3ccccc3C(F)(F)F)CC2)c1	-12.1&-14.2	93.7
CCCCCSc1nc(N2CCOCC2)c2c(c1C#N)CC(C)(C)OC2	9.0	nt
COC(=O)CSc1nc2sc3c(c2c(=O)n1-c1ccccc1)CC(C)CC3 (configuration not stated)	-11.8	nt
CC(=O)Oc1ccc2oc(C)c(C(C)=O)c2c1	1.8	nt
CCOc1ccccc1NC(=O)c1c(NC(=O)c2ccco2)sc2c1CCCC2	1.7	nt
CC(=O)OCCn1c(Br)nc2c1c(=O)[nH]c(=O)n2C	2.5	94.9
Cn1c2ccc(N=Cc3cccc(Cl)c3O)cc2c2nc3ccccc3nc21	nt	127.9
CC1Cc2nc(SCC(N)=O)n(Cc3ccccc3)c(=O)c2S1 (configuration not stated)	1.9	88.9
Cc1nc(-c2ccccc2)c2c(=O)cc[nH]c2n1	-1.1	79.9
CCN(CC)S(=O)(=O)c1ccc(NCc2ccccc2)nc1	2.7	82.8
O=C(Nc1ccc(I)cc1Cl)c1cccnc1	3.7	nt
CCCn1c(=O)c(C(=O)NCc2ccc(OC)c(OC)c2)c(O)c2ccccc21	-0.1	60.7
COc1cc(NC(=O)COc2ccccc2[N+](=O)[O-])ccc1NC(=O)c1ccco1	4.6	nt
CC(C)CN1C(=O)c2ccc(C(=O)Nc3ccc(C(C)C)cc3)cc2C1=O	1.8	nt
Cc1cc(C)nc(SCC(=O)Nc2ccccc2F)n1	4.5	nt

2 of the compounds above, field by field.
SMILES: O=C(Nc1ccc(I)cc1Cl)c1cccnc1
- HePTP inh: 3.7
- BAP1 block: nt

SMILES: CC1Cc2nc(SCC(N)=O)n(Cc3ccccc3)c(=O)c2S1 (configuration not stated)
- HePTP inh: 1.9
- BAP1 block: 88.9

More compounds follow:
SMILES	HePTP inh	BAP1 block
O=C(c1sc2ccccc2c1Cl)N1CCC(Cc2ccccc2)CC1	8.0	nt
CCOC(=O)c1cnc(SC2CCc3ccccc3C2=O)nc1N (configuration not stated)	5.0	125.4
O=c1/c(=C/c2cc([N+](=O)[O-])ccc2Cl)sc2nc3ccccc3n12	7.3	nt
COC(=O)c1ccc(CSc2nc3ccccc3c(=O)n2Cc2ccco2)o1	4.2	nt
CCOC(=O)c1cc2sc(C)cc2n1CC(=O)Nc1ccc2c(c1)OCCO2	8.4	70.6
COc1ccc(C2C(C(C)=O)=C(O)C(=O)N2C)c(OC)c1 (configuration not stated)	4.9	76.2
COc1ccc(OC)c(C2=C/C(=C/c3ccccc3[N+](=O)[O-])C(=O)O2)c1	-12.7	nt
O=C(NC1C=CS(=O)(=O)C1)c1sc2ccccc2c1Cl (configuration not stated)	2.6	99.1
COc1cc(OC)c(C2NC(=S)NC(C)=C2C(=O)Nc2ccc(Br)cc2)cc1OC (configuration not stated)	4.5	nt
COc1cccc(C2CC(c3ccc(F)cc3)Nc3nc(N)nn32)c1 (configuration not stated)	18.0	83.5
Cc1ccc(-n2c(Cc3cccn3C)nnc2SCC(=O)NCc2ccc3c(c2)OCO3)cc1	13.6	112.9
CC1=C(C(=O)OCCOC(C)C)C(c2cccc(Cl)c2)NC(=O)N1 (configuration not stated)	nt	109.7
COc1ccc2c(c1)c1nnc(SCC(=O)N3C(C)CCCC3C)nc1n2C (configuration not stated)	3.5	100.8
CCOC(=O)C1CCCN(Cc2nc(N)nc(Nc3ccc(C)cc3)n2)C1 (configuration not stated)	7.7	98.1
O=C(Nc1nc2ccccc2n1CCOc1ccccc1)c1ccccc1F	-12.7	nt
COC(=O)c1c(NC(=O)c2sc3cc(C)ccc3c2Cl)sc(C)c1C	-5.0	nt
CCOc1ccc(OC(=O)c2cccnc2)cc1	-3.2	74.9
O=C(CN1C(=O)c2ccccc2S1(=O)=O)NC1CCCCCC1	2.1	92.6
O=C(Nc1ccc(N2CCOCC2)cc1)c1ccc2nc(-c3ccco3)c(-c3ccco3)nc2c1	13.5	nt
CCSc1nc(N2CCOCC2)c2ccccc2n1	0.5	87.3
Cc1cc(NC(=O)CCS(=O)(=O)c2nc(-c3ccccc3)cc(C(F)(F)F)n2)no1	11.3	69.2
O=C1CCCC2=C1C(c1ccc(Cl)cc1)Nc1ccc(C(=O)c3ccccc3)cc1N2 (configuration not stated)	13.6	nt
COc1ccc(C2C(C(=O)N3CCOCC3)c3ccccc3C(=O)N2c2ccc(OC)cc2)cc1 (configuration not stated)	7.0	99.3
Cc1ccc(COc2cc3oc(=O)cc(C)c3cc2Cl)cc1	nt	156.1
Cn1cnc2c(NC3CCCC3)ncnc21	nt	93.3

3 compounds already listed, ordered by the value under HePTP inh, ascending:
Compound | HePTP inh
COc1ccc2c(c1)c1nnc(SCC(=O)N3C(C)CCCC3C)nc1n2C (configuration not stated) | 3.5
COC(=O)c1ccc(CSc2nc3ccccc3c(=O)n2Cc2ccco2)o1 | 4.2
Cc1cc(NC(=O)CCS(=O)(=O)c2nc(-c3ccccc3)cc(C(F)(F)F)n2)no1 | 11.3

From PubChem BioAssay
